NR2F2 inh: blocks human COUP-TFII nuclear receptor; P24468; HEK293T NGFI-A luciferase reporter, luminescence; inhibition, % at 8.6 µM; 370,000 compounds, 0.7% hits; AID 686940;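 active = inhibition above a per-plate cutoff, mean inhibition of test wells between control levels plus 3 SD, cut at about 38% in these data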;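 note: cells cotransfected with COUP-TFII expression vector driving the NGFI-A reporter; 0% = median of COUP-TF2 test wells and 100% = reporter-only cells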
TLR9-MyD88 inh: blocks human TLR9 binding to MyD88; 340,000 compounds, 0.21% hits; Q9NR96+Q99836; inhibition, % at 4.98 µM; CHO BLA complementation TLR9-MyD88, CCF4 FRET ratio;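 active = inhibition above the mean over all tested compounds plus 3 SD, cut at about 21% in these data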;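 note: 0% = DMSO only wells and 100% = clavulanate BLA inhibitor control wells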
TROY NFkB inh: blocks TROY-dependent signaling in reporter cells | Q293 LMP1-TROYcd NF-kB luciferase reporter, 4 h | inhibition, % at 10 µM | 360,000 compounds, 0.98% hits;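 active = compounds whose plate-normalised and pattern-corrected inhibition of the luciferase reporter signal at the single screening dose is 50% or more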
Vif imaging: blocks HIV Vif function; HEK293T cells, Vif self-association by quenched fluorescence, imaging, 24 h; inhibition, % at 7.49 µM; 340,000 compounds, 0.35% hits; AID 602346; in the data active = inhibition above about 50%, passing the limit was not always enough; note: some results filed as inactive read as strong as hits
NOD2-RIPK2 inh: blocks binding of human NOD2 to RIPK2; 360,000 compounds, 0.38% hits; inhibition, % at 4.98 µM; CHO BLA complementation NOD2-RIPK2, CCF4 ratio; O43353; in the data active = inhibition above about 21%;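 note: 0% = vehicle only and 100% = reference blocker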
SRC2 inh: human SRC2 (NCOA2) inhibition; HEK293 GAL4-SRC2 luciferase reporter, luminescence; inhibition, % at 9 µM; 370,000 compounds, 0.17% hits;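 active = inhibition above the mean inhibition of all tested compounds plus 3 SD, set per campaign, cut at about 52% in these data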;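 note: 0% = DMSO treated cells and 100% = cells given Gossypol at 36 µM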
Target sequence (Q15596 whole entry, looked up, the tested form may be a part): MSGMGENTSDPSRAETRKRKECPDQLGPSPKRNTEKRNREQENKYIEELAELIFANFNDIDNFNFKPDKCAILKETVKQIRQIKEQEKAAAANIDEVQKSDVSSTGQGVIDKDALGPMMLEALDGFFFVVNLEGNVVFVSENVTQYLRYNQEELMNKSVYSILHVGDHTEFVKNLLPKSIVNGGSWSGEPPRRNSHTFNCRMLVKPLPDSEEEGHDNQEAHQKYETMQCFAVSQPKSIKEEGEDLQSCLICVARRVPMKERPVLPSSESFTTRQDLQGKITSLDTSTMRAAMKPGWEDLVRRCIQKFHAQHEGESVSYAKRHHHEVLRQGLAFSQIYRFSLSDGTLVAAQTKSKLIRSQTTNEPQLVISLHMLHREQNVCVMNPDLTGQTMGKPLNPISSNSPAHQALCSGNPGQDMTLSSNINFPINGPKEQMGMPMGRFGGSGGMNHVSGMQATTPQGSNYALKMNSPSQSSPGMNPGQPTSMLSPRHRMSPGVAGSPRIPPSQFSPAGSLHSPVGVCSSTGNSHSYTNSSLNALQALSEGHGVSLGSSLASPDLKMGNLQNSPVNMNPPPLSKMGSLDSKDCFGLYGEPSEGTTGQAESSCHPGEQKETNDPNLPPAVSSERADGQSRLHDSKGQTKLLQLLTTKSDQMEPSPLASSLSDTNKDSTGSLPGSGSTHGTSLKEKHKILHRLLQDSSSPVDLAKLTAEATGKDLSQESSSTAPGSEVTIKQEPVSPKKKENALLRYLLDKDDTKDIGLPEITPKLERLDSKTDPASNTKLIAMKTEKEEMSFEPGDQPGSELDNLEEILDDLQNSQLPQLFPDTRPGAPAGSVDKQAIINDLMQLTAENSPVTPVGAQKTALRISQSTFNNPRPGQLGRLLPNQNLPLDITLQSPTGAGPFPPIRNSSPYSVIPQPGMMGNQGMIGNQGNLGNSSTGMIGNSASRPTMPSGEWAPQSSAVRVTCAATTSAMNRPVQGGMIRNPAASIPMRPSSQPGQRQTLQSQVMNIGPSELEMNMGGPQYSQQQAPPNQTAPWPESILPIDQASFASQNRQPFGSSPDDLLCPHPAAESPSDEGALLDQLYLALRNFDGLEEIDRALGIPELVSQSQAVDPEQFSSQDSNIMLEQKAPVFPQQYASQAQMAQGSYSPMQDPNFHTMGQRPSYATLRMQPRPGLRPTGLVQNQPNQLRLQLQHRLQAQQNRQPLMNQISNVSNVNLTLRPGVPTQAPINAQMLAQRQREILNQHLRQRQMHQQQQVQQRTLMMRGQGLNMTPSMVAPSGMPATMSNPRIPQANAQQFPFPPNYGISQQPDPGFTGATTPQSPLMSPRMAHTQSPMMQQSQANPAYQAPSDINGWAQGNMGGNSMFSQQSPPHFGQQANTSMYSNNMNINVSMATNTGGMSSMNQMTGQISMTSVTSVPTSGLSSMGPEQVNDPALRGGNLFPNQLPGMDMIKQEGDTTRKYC
LMP1 NFkB inh: inhibitors of Epstein-Barr LMP1-induced NF-kappaB reporter; LMP1-induced NF-kappaB luciferase reporter cells, luminescence; inhibition, % at 12.5 µM; 350,000 compounds, 0.69% hits; in the data active = inhibition above about 41%;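 note: 0% = neutral control wells and 100% = reference inhibitor control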
TRAIL sens C8: caspase-8 TRAIL sensitization | 360,000 compounds, 1% hits | NB7+C8 cells + TRAIL, ATPlite viability luminescence | inhibition (viability loss, TRAIL sensitization), % at 10 µM;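 active = compounds causing at least 50% loss of cell viability in the single-dose screen, relative to plate controls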
NCOA1 inh: human NCOA1 inhibition; HEK293 GAL4-SRC1 luciferase reporter, luminescence; inhibition, % at 3.6 µM; 360,000 compounds, 0.12% hits;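 active = inhibition above the campaign mean plus 3 SD, with each screening campaign given its own cutoff, cut at about 60% in these data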;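 note: 0% = DMSO treated cells and 100% = gossypol at 36 µM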
NR5A2 inv ag: suppresses constitutive activity of human LRH-1; inhibition, % at 3.6 µM; HEK293T StAR-luciferase reporter, LRH-1 transfected, 24 h; 360,000 compounds, 0.13% hits; AID 602396;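 active = inhibition above the mean inhibition of all tested compounds plus 3 SD, cut at about 73% in these data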;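 note: 0% = DMSO wells and 100% = reporter-only cells lacking LRH-1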
NCOA3 inh: inhibits human SRC3 coactivator; Q9Y6Q9; AID 588352; inhibition, % at 3.6 µM; HEK293 GAL4-SRC3 luciferase reporter, luminescence; 360,000 compounds, 0.17% hits;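 active = inhibition above a per-campaign cutoff, the mean of all compounds plus 3 SD, cut at about 60% in these data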;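 note: 0% = DMSO-treated cells and 100% = gossypol-treated cells at 36 µM; higher means less SRC3-driven luciferase light from the GAL4 reporter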
* = called active by the depositor; . = no result given; & = joins results of further samples.

SMILES	NR2F2 inh	TLR9-MyD88 inh	TROY NFkB inh	Vif imaging	NOD2-RIPK2 inh	SRC2 inh	LMP1 NFkB inh	TRAIL sens C8	NCOA1 inh	NR5A2 inv ag	NCOA3 inh
Cc1ccc(S(=O)(=O)N/N=C\c2ccccc2OCc2ccccc2)cc1	-6	-4	4	-2	-9	-8	-1	-1	0	-15	1
CC1=N/C(=C/c2cc(Br)cc(Br)c2O)C(=O)O1	-5	-5	-14	-1	-1	-21	-1	-3	5	-7	4
CCOCCc1nnc(NC(=O)CN2C(=O)c3ccccc3C2=O)s1	8	1	-16	-4	3	-11	4	7	-5	-17	-49
CCCn1c(SCC(=O)Nc2nonc2C)nnc1-c1ccoc1C	-5	1	-18	0	0	25	-3	3	17	-3	12
Cc1cc(N/N=C2\CC(C)CC(C)(C)C2)nc2ccccc12 (centres undefined)	16	-6	0	0	-9	-28	-11	0	-11	10	-1
COc1ccc(NS(=O)(=O)c2cccc(NC(=O)NC3CCCCC3)c2)cc1	19	-1	17	-15	-8	2	7	19	17	19	12
COC(=O)c1ccc(Cl)c(NC(=O)CSc2nnc(-c3ccncc3)o2)c1	1	3	-4	-20	-8	11	-2	-22	-6	16	-4
O=C(COC(=O)/C=C/c1ccc(F)cc1)NC(=O)NCc1ccccc1	-28	-8	2	-1	11	5	-4	-18	12	8	9
Cc1nn(CC(=O)Nc2ccccc2)c(=O)c2ccccc12	12	12	-1	13	-9	-2	-5	-6	-15	-23	11
COC(=O)[C@H](Cc1c[nH]c2ccccc12)NC(=O)CCCc1c[nH]c2ccccc12	14	14	10	-7	6	8	-1	-7	0	5	8
C=CCN1C(=O)C(=Cc2ccc3c(c2)CCC3)SC1=S	-4	-3	-31	0	-7	-2	-3	92*	-38	-3	-5
Cc1ccc(N(O)C(C)(C)C)cc1	-9	-4	9	-8	-8	2	0	-9	-4	-6	-18
CC(C)(C)c1ccc(C(=O)NC(=O)COC(=O)c2ccco2)cc1	22	-5	-28	-12	-8	-4	-1	1	-23	10	-3
COC(=O)c1ccc(NC(=O)CCN2C(=O)C3CC=CCC3C2=O)cc1 (centres undefined)	-6	6	-6	6	-7	1	-1	-14	2	-14	-2
COc1ccc(-c2[nH]c(-c3ccccc3)nc2SCC(=O)NCc2ccco2)cc1OC	-8	-13	0	-10	-4	-5	1	-13	2	3	-12
O=C(Nc1sc2c(c1C(=O)O)CCC2)c1ccco1	-24	-5	-55	15	0	-16	-7	-9	-24	-36	-23
COc1ccc(C(C(=O)NC2CCCC2)N(C(=O)c2snc(-c3ccc(F)cc3)c2N)c2ccc(OC)cc2)cc1 (centres undefined)	0	2	-49	-7	2	-9	-2	-7	-13	-24	-16
CC(C)CCN1CCN(Cc2cnc(N3CCCC3)s2)CC1CCO (centres undefined)	17	0	-2	-4	-4	-13	-8	9	-25	-18	13
O=C1CSC(c2cccc(F)c2)N1c1ccc(O)cc1 (centres undefined)	19	-2	-9	0	1	-16	-1	3	-26	6	18
Cc1cccc(NC(=O)COc2ccccc2C(=O)NC(C)c2ccccc2)c1 (centres undefined)	.	3	22	-8	-3	.	-7	12	-10	-13	6
Cc1cccc(C)c1NC(=O)CSC(=O)c1sc2ccccc2c1Cl	0	4	59*	2	-4	-2	8	-3	-5	-2	14
Cc1cc(NC(=O)CSc2nnc(C(F)(F)F)n2C)no1	-10	6	-9	4	-4	-4	-4	-16	0	9	-20
CC(NC(=O)[C@H](C)N1C(=O)N2CCc3c([nH]c4ccccc34)[C@@]2(C)C1=O)c1ccccc1 (some centres undefined)	9	-4	2	-2	7	-9	-4	-7	7	-10	10
CS(=O)(=O)N1Cc2ccccc2CC1C(=O)OCC(=O)Nc1ccc2ccccc2c1 (centres undefined)	-3	-1	8	-5	-2	0	0	-2	4	6	-25
CN(C)S(=O)(=O)c1cccc(NC(=S)Nc2cccc3cnccc23)c1	44*	-13	44	0	-10	42	21	29	49	37	34

Reformatted with two lines to a compound: part of the list above
Every second line gives: NR2F2 inh	TLR9-MyD88 inh	TROY NFkB inh	Vif imaging	NOD2-RIPK2 inh	SRC2 inh	LMP1 NFkB inh	TRAIL sens C8	NCOA1 inh	NR5A2 inv ag	NCOA3 inh
> COC(=O)[C@H](Cc1c[nH]c2ccccc12)NC(=O)CCCc1c[nH]c2ccccc12
  14	14	10	-7	6	8	-1	-7	0	5	8
> C=CCN1C(=O)C(=Cc2ccc3c(c2)CCC3)SC1=S
  -4	-3	-31	0	-7	-2	-3	92*	-38	-3	-5
> Cc1ccc(N(O)C(C)(C)C)cc1
  -9	-4	9	-8	-8	2	0	-9	-4	-6	-18
> CC(C)(C)c1ccc(C(=O)NC(=O)COC(=O)c2ccco2)cc1
  22	-5	-28	-12	-8	-4	-1	1	-23	10	-3
> COC(=O)c1ccc(NC(=O)CCN2C(=O)C3CC=CCC3C2=O)cc1 (centres undefined)
  -6	6	-6	6	-7	1	-1	-14	2	-14	-2
> COc1ccc(-c2[nH]c(-c3ccccc3)nc2SCC(=O)NCc2ccco2)cc1OC
  -8	-13	0	-10	-4	-5	1	-13	2	3	-12
> O=C(Nc1sc2c(c1C(=O)O)CCC2)c1ccco1
  -24	-5	-55	15	0	-16	-7	-9	-24	-36	-23
> COc1ccc(C(C(=O)NC2CCCC2)N(C(=O)c2snc(-c3ccc(F)cc3)c2N)c2ccc(OC)cc2)cc1 (centres undefined)
  0	2	-49	-7	2	-9	-2	-7	-13	-24	-16
> CC(C)CCN1CCN(Cc2cnc(N3CCCC3)s2)CC1CCO (centres undefined)
  17	0	-2	-4	-4	-13	-8	9	-25	-18	13
> O=C1CSC(c2cccc(F)c2)N1c1ccc(O)cc1 (centres undefined)
  19	-2	-9	0	1	-16	-1	3	-26	6	18
> Cc1cccc(NC(=O)COc2ccccc2C(=O)NC(C)c2ccccc2)c1 (centres undefined)
  .	3	22	-8	-3	.	-7	12	-10	-13	6
> Cc1cccc(C)c1NC(=O)CSC(=O)c1sc2ccccc2c1Cl
  0	4	59*	2	-4	-2	8	-3	-5	-2	14
> Cc1cc(NC(=O)CSc2nnc(C(F)(F)F)n2C)no1
  -10	6	-9	4	-4	-4	-4	-16	0	9	-20
> CC(NC(=O)[C@H](C)N1C(=O)N2CCc3c([nH]c4ccccc34)[C@@]2(C)C1=O)c1ccccc1 (some centres undefined)
  9	-4	2	-2	7	-9	-4	-7	7	-10	10
> CS(=O)(=O)N1Cc2ccccc2CC1C(=O)OCC(=O)Nc1ccc2ccccc2c1 (centres undefined)
  -3	-1	8	-5	-2	0	0	-2	4	6	-25
> CN(C)S(=O)(=O)c1cccc(NC(=S)Nc2cccc3cnccc23)c1
  44*	-13	44	0	-10	42	21	29	49	37	34

Following part.
SMILES	NR2F2 inh	TLR9-MyD88 inh	TROY NFkB inh	Vif imaging	NOD2-RIPK2 inh	SRC2 inh	LMP1 NFkB inh	TRAIL sens C8	NCOA1 inh	NR5A2 inv ag	NCOA3 inh
CC(C(=O)NCCC1=CCCCC1)c1ccc([N+](=O)[O-])cc1 (centres undefined)	11	-6	-11	1	-7	33	1	2	4	-21	3
C=CCOc1ccc(/C=N/NC(=O)c2c(C)nc3ccc(Cl)cn23)cc1	14	-3	-10	-3	0	3	-9	3	13	9	-4
CN1CCc2nc(SCC(=O)Nc3ccc(Cl)cc3)c(C#N)cc2C1	-8	0	-10	-5	0	-16	-14	-6	-15	-29	-12
CN(C(=O)c1cccnc1)c1nc(-c2ccccc2)cs1	10	-9	-31	-6	-10	-28	-5	-4	-42	-25	-42
Cc1ccc(CN2CCN(C(=O)C3CCCO3)CC2)cc1 (centres undefined)	4	-5	0	0	-9	-13	-11	-9	1	27	-23
CCOC(=O)c1sc(-c2ccc(OC)cc2)cc1N	-14	-3	-83	.	-9	-36	-65	6	-70	-142	-89
CN=C1S/C(=C\c2c(OC)cc(OC)cc2OC)C(=O)N1C	-16	-6	-7	21	-7	-34	-4	-10	-15	1	2
CCOC(=O)N1CCN(CC(O)COc2ccccc2[N+](=O)[O-])CC1 (centres undefined)	12	-8	-25	-9	-17	-44	-1	7	-15	-11	-24
C=CCn1c(CCc2ccccc2)nnc1SCC(N)=O	-17	-6	9	-8	1	-1	4	10	-3	18	-26
CCCn1cnc2cc(NCc3cccc(OC)c3)ccc21	-24	-1	66*	14	-10	-12	6	14	-40	-18	-46
O=C(CCCNC(=O)/C(=C/c1ccccc1F)NC(=O)c1ccccc1)OCc1ccccc1	10	9	-15	0	11	4	2	5	-22	0	7
CC(C)C[C@@H]1O[C@H](CCc2ccccc2)CC2=C1C(=O)OC(C)(C)O2	0	.	-1&-3	.	-7&-10	-12	.	-5&-1	.	18&9	.
COC(=O)c1ccsc1NC(=O)C1=COCCO1	12	14	4	21	-6	-6	-5	0	1	7	17
O=C(CSc1nc2ccccc2s1)N1c2ccccc2Sc2ccc(Cl)cc21	17	0	-11	-5	-3	2	7	19	8	-20	17
Cc1ccccc1NC(=O)/C(C#N)=C/c1ccc(-c2ccc(Cl)c(C(=O)O)c2)o1	-11	5	-38	2	-7	8	-22	7	-67	-29	-51
CCCN1C2CCCC1CC(NC(=O)c1cccc(Cl)c1)C2 (centres undefined)	5	4	-8	-6	2	36	-13	-10	-7	1	-16
CN(C)c1ccc(/C=C2\CCCc3c2nc2ccccc2c3C(=O)O)cc1	14	2	-79	0	4	-61	-34	22	-77	-91	-68
CCCc1cc(C(=O)Nc2cccc([N+](=O)[O-])c2)cs1	-14	0	-25	-5	1	-23	-7	23	-41	-90	-73
N#CCC(=O)N/N=C/c1ccccc1Cl	16	-11	-7	-2	-2	-1	0	1	6	-12	7
CCC1(CC)NC(=O)N(CC(=O)Nc2ccc(OCc3ccccc3)cc2)C1=O	8	-3	-17	55*	3	-12	-10	7	-3	-24	8
Cc1ccc(S(=O)(=O)Nc2ccc3c(c2)CC(=O)N([C@H](C)CO)C[C@@H](C)[C@H](CN(C)S(=O)(=O)c2ccccc2)O3)cc1	6	-3	-2	3	1	-13	-4	14	-31	-6	0
CCOc1ccc(CCNc2nc3ccccc3n3cnnc23)cc1OCC	5	4	6	-4	0	3	9	8	-7	5	13
Cc1ccc(Cn2ncc3c(N4CCN(CCc5ccccc5)CC4)ncnc32)cc1	9	.	38	23	-1	-23	.	33	6	18	20
CC(OC(=O)c1cc(S(=O)(=O)N(C)C)ccc1N1CCCC1)C(=O)NCc1ccccc1 (centres undefined)	4	-1	-17	26	-22	2	-9	-7	9	10	2
COc1ccc(/C=C2/SC(=O)NC2=O)cc1	-7	-4	-26	.	-6	-43	-21	19	-56	-63	-62
Cc1csc(SCC(=O)NC(C)c2ccccc2)n1 (centres undefined)	-7	0	16	13	-12	2	-13	1	6	-16	-11
COc1ccc([C@H]2CC(=O)C=C(c3cccc(CO)c3)C2)cc1OC	-4	-2	24	1	0	-1	8	-1	-28	2	-8
Cc1cc2n(n1)C(c1cccs1)Nc1ccccc1-2 (centres undefined)	-36	-7	7	8	-10	-8	-4	-2	1	-2	-16
CCN1C(=O)c2ccccc2S(=O)(=O)c2ccc(C(=O)NCCCN(CC(C)C)CC(C)C)cc21	5	2	5	-4	3	2	-22	-35	12	-13	22

High-throughput results: PubChem BioAssay, several laboratories

Only part of the results is shown; the hit share may differ from the screen's.
